Screening data as filed in PubChem.
ALOX12 inhib = 12-hLO (ALOX12) enzyme inhibition; purified 12-hLO, xylenol orange hydroperoxide absorbance; actives 0.12% (n = 150,000); AID 1452; Potency, µM (top dose mostly 57.1 µM), inactives show at the top dose activity change, negative = inhibition, usual class: inhibitors; further: potency means the concentration at half of the fitted maximal effect; nearly all actives have a fitted effect of over 55% in size; many of its hits are not listed in these tables
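Purified human 12hLO (150 nM final) was preincubated with compounds for 15 min at room temperature in 25 mM Hepes pH 7.0, 0.01% Triton X-100, then reacted with 40 uM arachidonic acid for 30 min. Hydroperoxide was detected with ferrous iron/xylenol orange.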
IMPase inh = cell-permeable inhibitors of inositol monophosphatase (IMPase); CHO-M1 cells, IP1 accumulation, HTRF TR-FRET ratio; inhibition (IP1 accumulation), % at 46.1 µM; 120,000 tested, under 10 active; AID 901; active means well fitted curve in the direction sought with a large enough effect in the signal ratio, not every such curve was filed as active; inconclusive means small, poorly fitted or top-dose-only effect, or a change in a side signal; inactive means no such curve, though single readings can be large or run the other way; the % refers to the signal ratio;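 further: cells stimulated with carbachol in lithium chloride buffer; plate controls were DMSO basal wells for no effect and reference inhibitor wells for full effect; higher means more IMPase inhibition seen as more IP1 and lower FRET ratio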
Target sequence (P97697 whole entry, looked up): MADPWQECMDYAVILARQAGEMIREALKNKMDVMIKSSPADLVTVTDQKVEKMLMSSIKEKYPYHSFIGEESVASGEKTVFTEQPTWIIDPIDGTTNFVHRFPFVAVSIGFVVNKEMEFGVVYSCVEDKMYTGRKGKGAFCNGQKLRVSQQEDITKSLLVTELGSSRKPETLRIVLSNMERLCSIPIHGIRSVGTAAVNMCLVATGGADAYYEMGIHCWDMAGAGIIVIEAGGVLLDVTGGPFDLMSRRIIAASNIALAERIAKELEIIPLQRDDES
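Cellular IMPase inhibition is scored as a rise in cytosolic IP1, detected by competitive TR-FRET between d2-labelled IP1 and a europium anti-IP1 antibody. M1-expressing CHO cells were stimulated with carbachol for 30 min at 37C, with lithium (50 mM LiCl) present in the buffer.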
PNC assembly inh = perinucleolar compartment assembly inhibition | PC3M PTB-GFP, PNC prevalence imaging, 16 h; active compounds read low | activity change (PNC), negative = inhibition, % at 10 µM | actives 3.1% (n = 140,000);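 active means readout at or below -70, meaning at least 70% loss of cells showing the perinucleolar compartment, a nuclear body marking cancer cells; inconclusive means readout between -30 and a set limit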;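 further: plate controls were DMSO wells for no effect and camptothecin positive control wells for full effect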
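Read-out is percentage of cells bearing a perinucleolar compartment, from automated 20x imaging of fixed, Hoechst-stained PC3M PTB-GFP cells. Cells were seeded 4 h, then exposed 16 h to compound (23 nl of library stock) in duplicate plates.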
15-hLO-2 inh = inhibitors of human 15-lipoxygenase 2 (ALOX15B). O15296. purified 15hLO-2, xylenol orange hydroperoxide absorbance. Potency, µM (titrated, usually from 57.1 µM), for inactives: at the highest dose activity change, negative = inhibition, usual class: inhibitors. actives 0.56% (n = 110,000); further: potency means the concentration at half of the fitted maximal effect; nearly all actives have a fitted effect of over 60% in size; many of its hits are not listed in these tables
Target sequence (O15296 whole entry, looked up): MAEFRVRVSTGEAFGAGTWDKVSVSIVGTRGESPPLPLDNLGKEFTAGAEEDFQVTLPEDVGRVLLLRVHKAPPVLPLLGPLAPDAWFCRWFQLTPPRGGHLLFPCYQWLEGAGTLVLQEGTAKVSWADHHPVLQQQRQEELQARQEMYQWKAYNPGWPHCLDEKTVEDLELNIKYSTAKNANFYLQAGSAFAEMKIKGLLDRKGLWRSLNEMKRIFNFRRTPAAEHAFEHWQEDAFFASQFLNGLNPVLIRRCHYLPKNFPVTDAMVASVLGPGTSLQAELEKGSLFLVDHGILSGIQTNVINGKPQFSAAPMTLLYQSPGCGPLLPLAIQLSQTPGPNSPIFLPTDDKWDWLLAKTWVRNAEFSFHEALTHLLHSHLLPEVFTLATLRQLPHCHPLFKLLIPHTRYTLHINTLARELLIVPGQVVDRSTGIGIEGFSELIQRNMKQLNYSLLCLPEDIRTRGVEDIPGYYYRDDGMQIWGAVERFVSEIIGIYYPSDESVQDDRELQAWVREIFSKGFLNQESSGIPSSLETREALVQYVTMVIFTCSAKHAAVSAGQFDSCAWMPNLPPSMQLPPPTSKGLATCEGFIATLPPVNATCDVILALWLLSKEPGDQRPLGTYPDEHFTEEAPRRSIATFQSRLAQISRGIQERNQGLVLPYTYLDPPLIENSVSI
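Read-out: hydroperoxide product oxidises ferrous iron, measured as xylenol orange complex via the 573-to-405 nm absorbance ratio after 30 min. Reaction: 50 nM enzyme, 15 min compound preincubation, 45 uM arachidonic acid, 90 min RT, Hepes pH 7.5 with Triton X-100.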
* marks the source's active call; other numbers are inactive results; ? = inconclusive; . = not tested or not shown; [ ] = remark or other dose. Unless noted, the call rests on the fitted dose curve; in most records, active means well fitted curve in the direction sought with a large enough effect; inconclusive means small, poorly fitted or top-dose-only effect, or another doubt; inactive means no such curve, though single readings can be large; an effect the other way counts as inactive or inconclusive. Unless noted, on the % scale 0 is the no-effect control and ±100 the full control effect.

SMILES | ALOX12 inhib | IMPase inh | PNC assembly inh | 15-hLO-2 inh
Cc1ccc(OCCSc2nnc(-c3cccs3)n2C)cc1 | 3% | -1 | 22 | .
COc1ccc(CCn2c(Br)nc3c2c(=O)[nH]c(=O)n3C)cc1 | 2% | -1 | -82* | -2%
Cc1cc(=O)oc2cc(OCC(=O)OCC(=O)N3CCc4ccccc43)ccc12 | -2% | -7[1.84 µM] | ? | -3%[11.4 µM]
CCC1CCCCN1C(=O)COC(=O)c1ccc(S(=O)(=O)N2CCOCC2)cc1 (stereo not given) | 0% | 4 | 42 | 7%
COC(=O)c1ccc(-c2nc3cc(Cl)c(N)cc3s2)cc1 | 6% | -7 | ? | -2%
CC(C)Oc1cccc(-c2cc(C(=O)N3CCN(c4ncccn4)CC3)c3ccccc3n2)c1 | -1% | 6 | ? | 24%
Cc1ccc(S(=O)(=O)Nc2ccc(S(=O)(=O)N3CCCC3)cc2)cc1 | -18% | 5 | ? | -4%
CCc1nnc(NC(=O)CSc2nnc(CNc3cccc(C)c3)n2-c2ccccc2)s1 | 3% | 2 | -15 | -5%
O=C(CCNC(=O)c1ccc(Cl)cc1)Nc1ccc(Cl)cc1F | -1% | . | 16 | .
O=C(Nc1cccnc1)c1cc2c(ccc3ccccc32)o1 | -3% | -12 | 28 | 4%
CC(C)c1nc2oc3c(NCC4CCCO4)ncnc3c2c2c1CCC2 (stereo not given) | -1% | 4 | -98* | 6%
COc1ccc(NC(=O)CSc2nc3nc(-c4cccs4)cc(C(F)(F)F)c3c(=O)[nH]2)c(OC)c1 | 0% | . | -3 | .

Arranged by number of heavy atoms (descending): 4 of the compounds above
SMILES | ALOX12 inhib | IMPase inh | PNC assembly inh | 15-hLO-2 inh
COc1ccc(NC(=O)CSc2nc3nc(-c4cccs4)cc(C(F)(F)F)c3c(=O)[nH]2)c(OC)c1 | 0% | . | -3 | .
Cc1cc(=O)oc2cc(OCC(=O)OCC(=O)N3CCc4ccccc43)ccc12 | -2% | -7[1.84 µM] | ? | -3%[11.4 µM]
Cc1ccc(S(=O)(=O)Nc2ccc(S(=O)(=O)N3CCCC3)cc2)cc1 | -18% | 5 | ? | -4%
O=C(CCNC(=O)c1ccc(Cl)cc1)Nc1ccc(Cl)cc1F | -1% | . | 16 | .

Exported as tab-separated lines: 3 of the compounds above.
Structure	ALOX12 inhib	IMPase inh	PNC assembly inh	15-hLO-2 inh
CC(C)Oc1cccc(-c2cc(C(=O)N3CCN(c4ncccn4)CC3)c3ccccc3n2)c1	-1%	6	?	24%
Cc1ccc(S(=O)(=O)Nc2ccc(S(=O)(=O)N3CCCC3)cc2)cc1	-18%	5	?	-4%
CCc1nnc(NC(=O)CSc2nnc(CNc3cccc(C)c3)n2-c2ccccc2)s1	3%	2	-15	-5%

(cont.)
SMILES | ALOX12 inhib | IMPase inh | PNC assembly inh | 15-hLO-2 inh
NNC(=O)Cc1cn(-c2ncc(C(F)(F)F)cc2Cl)c2ccccc12 | 3% | 8 | -10 | 10%
CC(C)(C)c1cccc(/C=N/O)c1O | ? | -1 | 24 | -5%
COc1ccc2c(c1)cc1n2CCN2CCCN=C12 | 7% | 5 | ? | 4%
CC1CC(C)CN(CC(=O)Nc2ccc3c(c2)OCCO3)C1 (stereo not given) | -3% | -3 | 43 | -8%
COc1ccc(-c2noc(COc3ccc4c(c3)OCO4)n2)cc1 | 3% | 7 | 30 | -1%
COc1ccc(NC(=O)CSc2nc3ccccc3cc2Cc2ccccc2)cc1 | -6% | 2 | 37 | -8%
COC(=O)C1CC(=O)c2sccc2C1 (stereo not given) | 0% | . | -1 | .
O=C(O)C(Cc1ccccc1)N1Cc2ccccc2C1=O (stereo not given) | 12% | 6 | ? | -8%
Cc1ccc(S(=O)(=O)N2CCN(C)CC2)cc1[N+](=O)[O-] | 3% | 4 | 12 | -11%
Cc1cc(/C=N/NC(N)=S)c(C)n1-c1ccc(Cl)c(Cl)c1 | ? | . | 46 | .
O=S(=O)(NCCSc1nnnn1-c1ccccc1)c1cccs1 | 1% | -1 | -10 | 2%
COc1ccc(Cc2c[nH]c(=O)[nH]c2=O)cc1 | -2% | -4 | ? | 3%
NCCCC[C@@H]1NC(=O)c2cc([N+](=O)[O-])cc(I)c2SC[C@@H](C(N)=O)NC(=O)[C@H](CCC(N)=O)NC1=O | -2% | . | 50 | .
COCCN(CCOC)c1nc(S(=O)(=O)c2ccc(C)cc2)c(Cl)s1 | -1% | 3 | 26 | -3%
COCCOC(=O)C(C#N)c1nc2ccccc2nc1N1CCN(Cc2ccccc2)CC1 (stereo not given) | -2% | 15 | ? | 5%
Cc1cc(C)c(S(=O)(=O)Nc2cc(SCC(=O)O)c(O)c3ccccc23)cc1C | -8% | . | ? | .
COc1ccc(CN(C(=O)CNC(=O)c2ccco2)C(C(=O)NC2CCCC2)c2ccco2)cc1 (stereo not given) | 1% | 5 | ? | 0%
O=C(CSCc1cnn(-c2ccccc2)c1-n1cccc1)N1CCN(Cc2ccccc2)CC1 | -1% | 16 | 21 | 19%
COc1ccc(C2C(C(=O)c3sc(C)nc3C)=C(O)C(=O)N2CCN2CCOCC2)cc1 (stereo not given) | -1% | -3 | 13 | .
C=CCSc1nc2c(sc3nc(C)cc(C)c32)c(=O)[nH]1 | 3% | -11 | -3 | -28%
COC(=O)c1ccc(C(=O)OC)c(NC(=O)COC(=O)c2ccccc2OC)c1 | -1% | . | ? | .
Cc1ccc2c(CC(=O)OCn3nnc4ccccc4c3=O)coc2c1 | -7% | 4 | -1 | 1%
Cc1ccc(NC2=Nc3ccccc3CC2)cc1 | -9% | 15 | 34 | 25%
Cn1c(=O)c(C(=O)NC2CCCCCCC2)c(O)c2ccccc21 | -8% | 1 | 9 | -13%
O=C(Nc1ccccc1)c1cc(Cl)nc2ccccc12 | 0% | . | -100* | .
CC(=O)Oc1c(S(=O)(=O)c2ccc(C)cc2)c(C)nn1C(C)(C)C | 3% | ? | 20 | -8%
CCN(CC)N=Nc1ccc(C(=O)O)cc1 | -6% | . | 97 | .
C=C(C)Cn1c(SCC(=O)N/N=C/c2c(O)ccc3ccccc23)nc2ccccc2c1=O | 5% | . | -121* | .
CC1=C(C(=O)OC2CCCCC2)C(c2cccnc2)n2nnnc2N1 (stereo not given) | -7% | . | 7 | .
CN1CCN(S(=O)(=O)c2ccc(Br)c3nsnc23)CC1 | 4% | -1 | 49 | -3%
N#CNC(N)=Nc1cccc(Cl)c1 | -6% | 7 | 40 | 25%
COc1ccc(-c2noc(CN3CCOCC3)n2)cc1OC | 8% | -6 | 25 | 6%
NC(=O)C1CCN(S(=O)(=O)c2cccc(C(=O)O)c2)CC1 | 13% | -7 | -8 | 2%
O=C(NC1CCS(=O)(=O)C1)c1cn(-c2ccccc2)nc1-c1ccccc1 (stereo not given) | -4% | ? | 19 | -6%
COc1ccccc1CNC(=O)C1CCN(S(=O)(=O)c2ccc3c(c2)OCCCO3)CC1 | -5% | 1 | -8 | .
COC(=O)CC1NCCNC1=O (stereo not given) | -3% | -6 | -22 | -3%

Record cards, from the list above. Values in the order: ALOX12 inhib	IMPase inh	PNC assembly inh	15-hLO-2 inh
Entry for CC(C)Oc1cccc(-c2cc(C(=O)N3CCN(c4ncccn4)CC3)c3ccccc3n2)c1 = -1%	6	?	24%
Entry for Cc1ccc(S(=O)(=O)Nc2ccc(S(=O)(=O)N3CCCC3)cc2)cc1 = -18%	5	?	-4%
Entry for COc1ccc(Cc2c[nH]c(=O)[nH]c2=O)cc1 = -2%	-4	?	3%
Entry for Cc1ccc2c(CC(=O)OCn3nnc4ccccc4c3=O)coc2c1 = -7%	4	-1	1%
Entry for CCN(CC)N=Nc1ccc(C(=O)O)cc1 = -6%	.	97	.

Later entries
SMILES | ALOX12 inhib | IMPase inh | PNC assembly inh | 15-hLO-2 inh
Cc1nc2ccccn2c1C(=O)NNC(=S)Nc1ccc(Cl)cc1 | -2% | . | 21 | .
Cc1oc(C)c2c(=O)ccc3c(c12)OC(N)=C(C#N)C3c1ccc(F)cc1 (stereo not given) | ? | -11 | ? | ?
COc1ccc2sc3c(=O)[nH]c4ccccc4c3c2c1 | 5% | -23 | 21 | -8%
COc1cccc(N=Cc2ccc(O)cc2O)c1 | -18% | 4 | -2 | -4%
O=C(NC(=S)Nc1ccccc1)c1cc(-c2ccccc2)nc2ccccc12 | -3% | 1 | ? | 1%
Cc1ccccc1NC(=O)c1c(C)nn(-c2ccccc2)c1Cl | -4% | . | 9 | .
Cc1cccc(NC(=S)N/N=C/c2ccc3c(c2)OCO3)c1 | ? | . | 26 | .
NO | -6% | 8 | . | -4%
Cc1cc(NC(=O)CSc2nnc(Cc3cccn3C)n2CCc2ccccc2)no1 | 0% | 4 | 0 | .
CCc1[nH]nc2c1C(c1ccncc1)C(C#N)=C(N)O2 (stereo not given) | 1% | -8 | -4 | 9%
O=C(O)c1cccc2cccnc12 | 4% | 1 | 51 | -4%
COc1cc(/C=N/NC(=O)/C(=C/c2ccccc2)CCO)ccc1O | 5% | 8 | 0 | .
COC(=O)C1=C(C)NC(=O)C1(NS(=O)(=O)c1ccc(NC(C)=O)cc1)C(F)(F)F (stereo not given) | 10% | 1 | -7 | -2%
O=C(c1ccccc1)c1ccc(OCCn2cnc3ccccc3c2=O)cc1 | -5% | 19 | ? | -3%
Cn1c(SCC(=O)NCCc2ccccc2)nnc1-c1ccncc1 | 0% | ? | ? | -1%
CCn1c(N2CCN(C(=S)NCCc3ccccc3)CC2)nc2ccccc21 | 0% | 7 | -12 | 16%
O=C(/C=C/c1ccccc1)Nn1c(-c2cccs2)nc2ccccc2c1=O | 5% | . | 40 | .
CC(C)(NO)/C(=N\O)c1ccc(Cl)cc1 | -12% | 14 | ? | -29%
C=CCn1c(SCC(N)=O)nnc1-c1ccccc1O | -2% | 1 | -30 | -4%
COC(=O)Nc1nc2ccc(Sc3ccccc3)cc2[nH]1 | 4% | 4[20.6 µM] | ? | -3%
Cc1ccc(-c2nc3cnccn3c2Nc2ccc3c(c2)OCO3)cc1 | -16% | 8 | ? | 1%
CC(C)(C)c1ccc(-c2conc2N)cc1 | 8% | 2 | ? | .
COc1ccc(/C=C/C(=O)Nc2cc(=O)n(C)c(=O)n2C)cc1 | -5% | 3 | ? | .
CC1(C)C(=O)Nc2ccccc2N1C(=O)COc1ncnc2ccccc12 | -3% | -3 | 22 | 2%
O=C(Cn1ncn2c(cc3ccccc32)c1=O)NCCC1=CCCCC1 | -1% | -8 | 34 | -3%
COC(=O)C1=C(C)NC(C)=C(C(=O)OC(C)C)C1c1cccc2nonc12 (stereo not given) | -9% | 7 | . | 17%
CNC(=S)N/N=C/c1cn(CCOc2ccccc2OC)c2ccccc12 | ? | . | ? | .
O=S1(=O)CCN=C2SC3=C(CCCC3)N21 | 1% | 1 | ? | 1%
O=C(Nc1ccc(N2CCOCC2)c(Cl)c1)c1ccccc1F | -2% | 10 | 1 | -8%
COC(C(=O)Nc1ccc(S(=O)(=O)Nc2cccc3ccccc23)cc1)c1ccccc1 (stereo not given) | -3% | -5 | 50 | .
COC(=O)[C@@]1(Cc2ccc(F)cc2)[C@H]2c3cc(C(=O)N(C)C)n(Cc4ccc(Cl)c(C(F)(F)F)c4)c3C[C@H]2CN1C(=O)c1ccccc1 | -7% | . | . | -3%
COCc1nnc(NC(=O)c2ccc(NC(C)=O)cc2)s1 | 2% | -6 | -4 | .
COc1cccc(NC(=O)C(Sc2nnc3ccccn23)c2ccccc2)c1 (stereo not given) | -1% | . | 1 | .
CCOC(=O)C1CCCN(c2nc3ccccc3nc2C(C#N)C(=O)OCCOC)C1 (stereo not given) | -12% | 1 | ? | -14%
CCn1nc(C)c(/C=C/C(=O)Nc2ccc(C)cc2C)c1C | 1% | . | 10 | .
C/C(CC(=O)NC1CCCC1)=N\NC(=O)Cc1csc(N)n1 | -1% | . | ? | .

These rows are one share of the data; the hit share may differ from the screen's.
